HSF1 inhib – HSF1 inhibition; NIH3T3-HGL HSE-luciferase, MG132-induced, luminescence 8 h; hits give low values; activity change, negative = inhibition, % at 7.5 µM (by protocol); 300,000 compounds, 0.77% hits; AID 2098;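 active means more than half of replicate wells show activity change below -50%, luminescence cut by over half; inconclusive means some wells, but at most half, below -50%; inactive means no replicate well below -50%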;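 further: luciferase reports HSF-1 transcriptional activity via heat shock element; 0% = median of DMSO wells and -100% = zero luminescence signal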
KLF5 inhibitor – suppresses KLF5 promoter-driven expression. DLD-1 KLF5 promoter-luciferase reporter, luminescence. inhibition, % at 5 µM. 290,000 compounds, 0.23% hits. AID 1700;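 active means inhibition above a per-plate limit of that plate's mean compound inhibition plus 3 SD, cut at about 60% in these data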;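 further: 0% = DMSO wells and 100% = LY294002 at 200 µM; higher means less KLF5 promoter-driven luciferase light; inactives centre near -14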
GSK3A inh – human GSK-3 alpha kinase inhibition | AID 2650 | 320,000 compounds, 0.1% hits | ADP-Glo luminescence, 60 min | P49840 | inhibition, % at 10 µM;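 in the data active means inhibition above about 50%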;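 further: GST-tagged GSK-3 alpha with peptide substrate and 25 µM ATP; 0% = DMSO neutral wells and 100% = GW8510 positive control wells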
Target sequence (P49840 whole entry, looked up): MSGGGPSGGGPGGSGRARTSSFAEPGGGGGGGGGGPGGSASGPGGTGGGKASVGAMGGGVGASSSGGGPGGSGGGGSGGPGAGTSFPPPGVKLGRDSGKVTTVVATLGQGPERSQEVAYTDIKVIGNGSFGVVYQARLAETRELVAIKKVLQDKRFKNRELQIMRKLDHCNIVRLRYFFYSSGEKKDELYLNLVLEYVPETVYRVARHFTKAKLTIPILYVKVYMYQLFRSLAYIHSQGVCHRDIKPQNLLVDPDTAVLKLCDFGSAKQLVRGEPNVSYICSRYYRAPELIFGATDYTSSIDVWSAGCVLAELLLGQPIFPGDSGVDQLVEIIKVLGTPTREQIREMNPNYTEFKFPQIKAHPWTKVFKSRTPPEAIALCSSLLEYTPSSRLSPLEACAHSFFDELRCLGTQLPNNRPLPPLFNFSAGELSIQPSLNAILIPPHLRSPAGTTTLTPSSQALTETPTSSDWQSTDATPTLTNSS
HSP90 refold inh – inhibitors of HSP90 luciferase refolding in rabbit reticulocyte lysate; luciferase refolding luminescence, 3 h; inhibition, % at 5.6 µM; 290,000 compounds, 0.91% hits; AID 1789;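 active means inhibition above the screen-wide mean plus 3 SD, computed separately per campaign, cut at about 16% in these data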;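 further: 0% = DMSO wells and 100% = 60 µM geldanamycin wells; inhibitors lower the luminescence because luciferase stays unfolded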
aSyn 5UTR inh – MLPCN primary screen, SNCA 5' untranslated region | alpha-synuclein 5'UTR reporter, inhibitor activity | inhibition, % (tested at 7.5 µM) | 300,000 compounds, 0.82% hits; in the data active means inhibition above about 60%; inconclusive means no clear call, values can overlap the other calls;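 further: H4 neuroglioblastoma cells stably carrying SNCA 5'UTR luciferase fusion; 0% = DMSO wells and 100% = positive control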
PolyA inh – yeast polyadenylation inhibition; S. cerevisiae SKY197-pL101 polyadenylation reporter, beta-gal luminescence; efflux-impaired pdr1/pdr3 knockout yeast; score 100 = 6 SD above DMSO; calls only at 12 µM; 300,000 compounds, 0.02% hits; AID 1875;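 active means lowest replicate activity score at least 50, where 100 means six control SD above control mean; inconclusive means lowest score under 50 but half or more replicates reach 50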;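 further: yeast exposed to compound for 9 h at 30 °C; higher score means more reporter readthrough which indicates perturbed polyadenylation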
HSF-1 act – increases HSF-1 driven luciferase reporter signal | 300,000 compounds, 1.7% hits | activation, % at 9 µM | NIH3T3-HGL HSF-1 luciferase reporter, MG132, 8 h; 100% = twice DMSO control signal;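 active means mean replicate activation of at least 50% with a set share of replicates each reaching 50%; inconclusive means only one of those two conditions met; inactive means mean below 50% and too few replicates reaching it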;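 further: 0% = median of the neutral control wells and 100% = twice that signal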
IEC-6 cytotox – kills IEC-6 intestinal cells in KLF5 counter-screen | inhibition, % at 5 µM | 290,000 compounds, 0.78% hits | IEC-6 cytotoxicity, luminescence viability; in the data active means inhibition above about 22%;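 further: 0% = plate median of test compound wells and 100% = cytotoxic reference compound wells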
GSK3beta inhib – inhibitors of human GSK3beta kinase; GST-GSK3beta kinase, ADP-Glo luminescence, 60 min; hits give low values; activity score (negative = inhibition), % at 10 µM; 300,000 compounds, 0.038% hits; P49841; AID 2097;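 active means more than half of replicate wells score below -50%, meaning over 50% inhibition versus plate controls; inconclusive means some replicates but at most half score below -50%; inactive means no replicate scores below -50%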;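 further: 0% = median DMSO wells and -100% = median GW8510 positive control wells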
Target sequence (P49841 whole entry, looked up): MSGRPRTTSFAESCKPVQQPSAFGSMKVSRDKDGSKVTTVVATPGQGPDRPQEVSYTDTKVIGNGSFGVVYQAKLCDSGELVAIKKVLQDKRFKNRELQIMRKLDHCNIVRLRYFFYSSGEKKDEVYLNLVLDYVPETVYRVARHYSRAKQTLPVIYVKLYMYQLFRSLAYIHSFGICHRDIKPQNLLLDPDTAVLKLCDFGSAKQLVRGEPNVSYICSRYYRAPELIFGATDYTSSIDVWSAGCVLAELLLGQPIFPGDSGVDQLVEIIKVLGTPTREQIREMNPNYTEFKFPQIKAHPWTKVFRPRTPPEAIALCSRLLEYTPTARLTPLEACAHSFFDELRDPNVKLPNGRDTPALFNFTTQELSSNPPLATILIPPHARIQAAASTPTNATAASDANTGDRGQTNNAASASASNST
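Assay system: GST-tagged human GSK3beta kinase, cell-free; Input: 1.6 ng GSK3beta; Medium: Tris/MgCl2 kinase buffer; Timing: 60 min enzyme reaction, room temperature; Signal: ADP-Glo luminescence quantifying ADP generated by kinase; Evaluation: score relative to plate controls; Benchmarks: DMSO neutral wells and GW8510 at 20 µM as positive.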
AI-2 QS modul – modulates the Vibrio harveyi AI-2 quorum sensing system; activity change, % at 7.5 µM; 300,000 compounds, 0.4% hits; AID 2094; Vibrio harveyi JMH597 AI-2 luminescence/OD600 ratio, 9 h; hits give low values; strain lacks LuxN and CqsS sensors; 0 = neutral-control median; in the data active means activity change below about -75%, passing the limit was not always enough; inconclusive means no clear call, values can overlap the other calls;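 further: luminescence divided by OD600 gain over 9 h not by final OD600 alone; inactives centre near 13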
* marks the source's active call; other numbers are inactive results; i = inactive; ? = inconclusive; . = no result given. An excerpt; the hit share may differ from the screen's.

mol,HSF1 inhib,KLF5 inhibitor,GSK3A inh,HSP90 refold inh,aSyn 5UTR inh,PolyA inh,HSF-1 act,IEC-6 cytotox,GSK3beta inhib,AI-2 QS modul
Cc1ccc(CN2C(=NC(=O)CCC(=O)O)SC3CS(=O)(=O)CC32)cc1 (stereo unspecified),6,-17,-1,0,15,i,-4,-1,-3,7
CN(C)C(=O)CSc1nnc(CCN)o1,-5,-14,-1,-2,7,i,6,1,2,0
CCOc1ccc(N2CC(C(=O)Nc3ccc(OC)c(S(=O)(=O)N4CCCCC4)c3)CC2=O)cc1 (stereo unspecified),1,-20,-4,4,25,i,2,4,1,7
CC(=O)N1CCN(S(=O)(=O)c2cccc(C(=O)Nc3ccc4c(c3)OCO4)c2)CC1,-4,-37,0,-4,-8,i,2,-2,-1,3
CCC(=O)OCC(=O)Nc1cc([N+](=O)[O-])ccc1Cl,-8,-6,1,2,-8,i,10,-1,1,7
Oc1ccccc1-c1nnc(SCCN2CCOCC2)n1Cc1ccccc1,10,49,-1,0,81*,i,-4,-1,-1,13
O=C(Oc1ccc(N(C(=O)c2ccncc2)S(=O)(=O)c2cccs2)cc1)c1ccncc1,1,-20,2,-3,13,i,-18,0,3,24
COc1ccc(NC(=O)CSc2nccn2Cc2ccco2)cc1OC,3,-58,-2,4,-33,i,20,2,1,3
C/C=C/c1ccc(OCCN2CCc3ccccc3C2)c(OC)c1,1,3,-1,-3,-29,i,-2,0,2,14
O=C(NC1CC1)C1=C[C@H](c2ccc(C(F)(F)F)cc2)C[C@H](OCCCCO)O1,2,.,0,.,0,i,-8,.,-3,25
CCOc1ccc(C(=O)Nc2nnc(C)s2)cc1OCC,-5,16,-3,5,-11,i,-9,12,-9,-1
CC[n+]1c(/C=C2/C=C(C)CC(C)C2)sc2ccccc21 (stereo unspecified),-3,-25,-4,0,-41,i,9,1,2,-2
Cc1cccc(OCCCC(=O)Nc2ccc(S(=O)(=O)N3CCCC3)cc2)c1,10,-38,0,-3,3,i,7,-3,2,15
CC1(C)CC(=O)C/C(=N/NC(=O)COc2ccc3ccccc3c2Br)C1,8,4,-2,0,0,i,8,0,0,26
CS(=O)(=O)c1nc(-c2ccccc2)cc(-c2ccccc2)c1C#N,159,-10,-2,-4,11,i,167*,2,0,19
O=C1OC(c2ccc(Cl)cc2)=N/C1=C\C=C\c1ccco1,2,-34,-3,-4,-5,i,3,-9,0,16
O=C(N/N=C/c1ccco1)C(O)C(O)C(=O)N/N=C/c1ccco1 (stereo unspecified),-1,-20,-3,1,-18,i,7,-2,-2,20
CC(C)(C)c1ccc(S(=O)(=O)N2CCC(NC(=O)c3ccco3)CC2)cc1,3,5,8,-1,-2,i,0,6,1,-1
CCOc1ccccc1NC(=O)C1CCN(S(=O)(=O)c2cccc3cccnc23)CC1,3,.,-1,.,29,i,9,.,0,20
CCC(Oc1ccccc1)C(=O)Nc1nnc(S(=O)(=O)N2CCCC2)s1 (stereo unspecified),-3,-22,-5,2,16,i,1,-5,-2,9
CN(CC(=O)Nc1ccccc1C(F)(F)F)C(=O)COc1ncnc2sccc12,-6,5,-1,3,-1,i,-11,1,1,18
CCN(CC)CCC(=O)Nc1ccc2c(c1)N(C(=O)CN(CC)CC)c1ccccc1CC2,7,-18,.,3,-37,i,5,3,2,10
Cc1cnc(C(=O)Nc2nc(-c3ccccc3)cs2)cn1,4,0,-1,-2,-47,i,8,-4,-4,35
O=C1NN=COc2ccccc21,-10,-15,0,3,-41,i,-6,2,3,28
Cc1cc(C)nc(N2CCCC(C(=O)Nc3ccc4nc(C)c(C)nc4c3)C2)n1 (stereo unspecified),25,-21,-2,-1,27,i,57*,-1,2,11
Cc1cc(=O)oc(C)c1C(=O)NCCCN1CCN(c2ccc(F)cc2)CC1,1,-29,-3,-2,-2,i,9,1,0,17
Cc1ccccc1-c1nc(CS(=O)(=O)CC(=O)NC2CCCC2)c(C)o1,15,5,-1,3,4,i,-2,1,2,1
CC(=O)Nc1cccc(/C(C)=N/N2C(C)CCCC2C)c1 (stereo unspecified),-3,2,0,10,-4,i,-4,4,-1,20
Cc1cc(/C=N/NC(=O)c2cccc([N+](=O)[O-])c2)c(C)n1-c1ccccc1,3,-20,-1,0,-39,i,10,-4,3,14
O=C1NC(c2ccc(Cl)c([N+](=O)[O-])c2)Nc2ccccc21 (stereo unspecified),4,-24,-1,0,-30,i,11,4,0,24

(cont.)
mol,HSF1 inhib,KLF5 inhibitor,GSK3A inh,HSP90 refold inh,aSyn 5UTR inh,PolyA inh,HSF-1 act,IEC-6 cytotox,GSK3beta inhib,AI-2 QS modul
CC(NC(=O)CCCn1cc([N+](=O)[O-])cn1)c1ccccc1 (stereo unspecified),-1,7,-1,6,-8,i,6,-1,1,10
CCCCn1c(CN2CCN(C(=O)OCC)CC2)nc2c1c(=O)n(C)c(=O)n2C,-6,-39,0,3,4,i,-2,2,-3,11
CCCc1cc(C(=O)NNC(=S)NCC)c2ccccc2n1,-1,-14,-2,-3,15,i,-9,9,-7,38
COc1cccc(CNC(=O)CCNC(=O)c2ccco2)c1,-7,.,-3,.,-4,i,17,.,-4,14
COc1ccccc1Cn1c(=S)[nH]c2ccc(F)cc2c1=O,-1,-33,-1,1,3,i,6,-3,2,14
CC1CCCCN1C(=O)CSCC(=O)Nc1nc(-c2cccs2)cs1 (stereo unspecified),15,11,0,-5,-59,i,11,-5,1,22
COC(=O)Cc1c(C)nc2nc(-c3ccco3)[nH]n2c1=O,-6,-11,-3,-2,-17,i,-6,0,-23,8
O=C(NNc1nc(=O)c2cccnc2s1)c1ccccc1O,-3,-11,-1,3,-29,i,1,10,1,29
CCOc1ccccc1N(CC(=O)NC(C)(C)C)C(=O)CCC(=O)Nc1nccs1,0,-7,-8,-1,0,i,-4,-2,2,-1
O=C(NCC(=O)N1CCN(c2ccccc2O)CC1)c1ccccc1,10,-54,1,-4,-44,i,0,-5,1,26
COCc1nc2ccccc2n1Cc1ccccc1C,2,-21,-1,0,24,i,22,1,0,10
CCN(CC)S(=O)(=O)c1ccc(Cl)c(NC(=O)COC(=O)/C=C/c2ccc(O)c(OC)c2)c1,-4,-11,4,-2,8,i,-9,1,-1,8
O=C(CSc1nc2ccccc2s1)Nc1ccc2c(c1)oc1ccccc12,9,-33,0,-1,-80,i,19,-10,-1,-1
C=CCN(CC=C)c1cnn(-c2nc3ccccc3[nH]2)c(=O)c1Cl,28,-139,-1,6,-29,i,?,0,-1,-9
COc1cc(SC)ccc1C(=O)Nc1ccncc1,-2,-12,4,1,-4,i,0,4,-1,0
COc1ccccc1CN1CCN(C(=O)c2ccco2)CC1,-1,-1,-3,-3,17,i,-1,3,-4,1
O=C(N/N=C/c1ccco1)c1cc(Br)ccc1OCc1ccccc1,-2,-20,-1,2,14,i,20,4,0,16
Cc1cnc(NC(=O)c2sc(Nc3ccccc3)nc2N)o1,-2,-59,25,-3,-115,i,-3,0,-4,14
CCOc1ccc(S(=O)(=O)N2CCN(C(=O)c3ccc(-n4cncn4)c([N+](=O)[O-])c3)CC2)cc1,1,.,1,.,11,.,7,.,-2,17
O=S(=O)(c1cccs1)N1CCN(CC(O)COC2CCCc3ccccc32)CC1 (stereo unspecified),-4,3,-1,-2,24,i,-1,-6,3,-2
CCCCOc1ccccc1C1NC(=O)NC(C)=C1C(=O)OCc1ccco1 (stereo unspecified),21,-8,-5,3,30,i,39,4,0,22
O=C(Nc1nnc(COc2ccccc2)s1)C1CCN(S(=O)(=O)c2ccc(Cl)cc2)CC1,-5,-1,1,6,24,i,13,0,4,20
N#CC(C(=O)NC1CCCCC1)c1nc2ccccc2nc1N1CCN(c2ccccc2F)CC1 (stereo unspecified),.,-33,-2,-6,.,.,.,2,.,.
CC1CC(C)CN(C(=O)CN(C)S(=O)(=O)c2ccc3c(c2)c(=O)n(C)c(=O)n3C)C1 (stereo unspecified),-8,-2,-2,3,1,i,-8,3,-2,17
Cc1ccc(C(=O)CSc2nnc(-c3ccc4[nH]c(C)c(C)c4c3)o2)cc1C,.,-10,-4,0,7,i,.,1,-1,10
COc1cccc(-c2cccc(NC(=O)C3CCN(Cc4ccon4)CC3)c2)c1,-49,-31,-1,-1,25,i,-61,4,.,54
CCCC1CC(C)(C(=O)Cn2[nH]c(=O)ccc2=O)OC1=O (stereo unspecified),-3,-3,-1,-3,-6,i,-1,2,1,10
O=C(NCc1ccc(F)cc1)c1cccnc1,-6,-3,1,-6,4,i,-3,-6,2,24
CC(C)(C)C1CCC2(CC1)C(C#N)=C(SCC(=O)NC1CCCCC1)NC(=O)C2C#N (stereo unspecified),2,-8,2,-3,36,i,3,-2,4,31
Cc1ccc(S(=O)(=O)N2CCN(CC(=O)Nc3ccc([N+](=O)[O-])cc3)CC2)cc1C,10,-46,-2,-4,30,i,1,-5,8,25

Continuation.
mol,HSF1 inhib,KLF5 inhibitor,GSK3A inh,HSP90 refold inh,aSyn 5UTR inh,PolyA inh,HSF-1 act,IEC-6 cytotox,GSK3beta inhib,AI-2 QS modul
Cc1ccc(CSc2nnc(SCC(=O)N/N=C/C=C/c3ccco3)s2)cc1,0,12,0,2,52,i,2,0,3,15
COC(=O)C1=C(N)Oc2cc(C)n(Cc3ccccc3)c(=O)c2C1c1ccccc1 (stereo unspecified),4,-26,-1,3,0,i,14,-2,0,10
COc1ccc(NC(=O)CN2c3cccc4cccc(c34)S2(=O)=O)cc1,-9,-3,-3,3,22,i,-6,8,0,0
CCCc1c(C(=O)NNc2ccc(C)cc2)cnn1-c1ccccc1,2,3,0,0,2,i,7,1,-1,22
Cc1nn(Cc2ccccc2)c(C)c1NC(=O)Cn1nc([N+](=O)[O-])c(Cl)c1C,3,9,-7,-2,-6,i,25,0,-2,6
O=C(CCS(=O)(=O)c1ccc(F)cc1)N1CCOCC1,3,-43,0,4,-40,i,-11,-2,1,21
CC1Cc2ccccc2N1C(=O)CN1C(=O)COc2ccccc21 (stereo unspecified),-5,-37,0,-3,18,i,-10,-5,1,11
Cc1ccc(-c2csc(N(CC3CCCO3)C(=O)c3ccco3)n2)cc1 (stereo unspecified),11,-12,1,4,-49,i,39,4,1,10
COc1ccc(CC(=O)Nc2nc(-c3ccncc3)cs2)cc1,11,-9,-5,-6,-60,i,40,-9,5,41
COc1ccc(C2(C(=O)N3CCOCC3)CCOCC2)cc1OC,-7,-2,-2,-1,-1,i,14,2,-4,11
COCCCn1c(=O)c2ccccc2n(Cc2ccccc2)c1=O,3,-26,-2,6,21,i,-12,-4,1,-7
C(=C\c1ccccc1)/CNCC1CCCO1 (stereo unspecified),-4,-13,-6,0,-7,i,-18,-10,3,14

Bioassay records (PubChem BioAssay)
